Pyk2 oligo antag = antagonists of Pyk2 self-association, primary screen, Q293 cells, FERM NanoBiT luminescence, HTS; Protein-tyrosine kinase 2-beta (Homo sapiens), Q14289; hits give low values; z-score (the deposit names both 25 µM and 10 µM); 0.83% of 99,000 active;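 active means Z-score of -3 or lower, scaled per plate to the spread of control and sample wells; inactive means z-score above -3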;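 further: negative z-score means lost luminescence so less FERM oligomerization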
Mac1 fbg enh = enhancers of CD11b/CD18 adhesion to fibrinogen, primary screen, K562 cells, luminescence; Integrin beta-2 (Homo sapiens) + Integrin alpha-M (Homo sapiens), P05107+P11215; activation, % at 10 µM; ATPlite luminescence; 0.07% of 93,000 active;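 active means 10 µM primary screen giving 50% or more activity, confirmed by 40% or more on retest at that dose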; further: strong numbers were not always called active; reference of the scale not given here
CYP2C9 activ = human CYP2C9 activators, primary screen, biochemical, luminescence; AID 1024, 2008; activation factor at 5 µM; Cytochrome P450 2C9 (Homo sapiens), P11712; 1.4% of 96,000 active; recombinant CYP2C9, luciferin-H conversion; hits give high values; factor 1 = untreated enzyme, 0 = blocked;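 active means activation factor of 2 or more for CYP2C9 at a 5 µM dose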;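 further: 0 = sulfaphenazole-blocked wells and 1 = vehicle-only wells; values of inactives mirror those of a sister screen read the other way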
Target sequence (P11712 whole entry, looked up): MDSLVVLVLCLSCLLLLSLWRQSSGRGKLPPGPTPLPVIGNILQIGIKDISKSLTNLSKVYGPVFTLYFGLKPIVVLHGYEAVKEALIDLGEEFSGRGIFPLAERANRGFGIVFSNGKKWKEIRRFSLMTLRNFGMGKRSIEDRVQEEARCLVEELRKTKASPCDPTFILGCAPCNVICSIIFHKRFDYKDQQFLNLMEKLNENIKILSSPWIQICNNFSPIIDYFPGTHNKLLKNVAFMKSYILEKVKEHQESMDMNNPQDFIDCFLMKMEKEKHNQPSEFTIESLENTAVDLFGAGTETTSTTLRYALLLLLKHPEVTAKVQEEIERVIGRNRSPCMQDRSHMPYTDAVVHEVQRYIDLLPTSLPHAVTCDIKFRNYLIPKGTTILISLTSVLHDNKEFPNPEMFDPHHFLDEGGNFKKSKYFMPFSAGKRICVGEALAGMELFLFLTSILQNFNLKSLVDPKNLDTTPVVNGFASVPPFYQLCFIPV
MT1-MMP txn act = MT1-MMP promoter reporter activation – cell-based, luciferase luminescence, primary screen; activation factor at 10 µM; 0.16% of 86,000 active; HT1080 MT1-MMP promoter luciferase reporter, overnight; hits give high values;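 active means activation factor of at least 2 for MT1-MMP transcription at 10 µM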
CYP2C19 act = human CYP2C19 activators, primary screen, biochemical, luminescence. Cytochrome P450 2C19 (Homo sapiens), P33261. recombinant CYP2C19, luciferin-H EGE luminescence; hits give high values; 0 = fully inhibited enzyme, 1 = untreated enzyme. activation factor at 5 µM. 96,000 tested, under 10 active. AID 1025, 2008;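 active means activation factor of at least 2 at 5 µM in the primary screen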;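 further: 0 = wells with 2.5 mM tranylcypromine and 1 = vehicle-only wells; values of inactives mirror those of a sister screen read the other way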
Target sequence (P33261 whole entry, looked up): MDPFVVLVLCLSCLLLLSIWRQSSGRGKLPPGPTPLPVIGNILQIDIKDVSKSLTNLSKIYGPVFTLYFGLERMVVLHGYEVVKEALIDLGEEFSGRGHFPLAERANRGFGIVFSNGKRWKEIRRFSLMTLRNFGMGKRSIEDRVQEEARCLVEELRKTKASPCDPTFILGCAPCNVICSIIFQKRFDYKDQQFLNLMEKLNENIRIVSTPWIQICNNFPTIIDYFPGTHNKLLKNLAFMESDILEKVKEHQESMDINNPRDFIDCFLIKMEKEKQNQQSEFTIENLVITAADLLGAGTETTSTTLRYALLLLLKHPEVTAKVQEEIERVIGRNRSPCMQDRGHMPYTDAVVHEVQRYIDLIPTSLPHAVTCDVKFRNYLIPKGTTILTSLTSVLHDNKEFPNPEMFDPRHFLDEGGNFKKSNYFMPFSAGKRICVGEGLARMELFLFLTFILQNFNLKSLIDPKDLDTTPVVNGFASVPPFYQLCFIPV
PLAP activator = PLAP enzyme activators, biochemical, luminescence, HTS; activation fold at 20 µM; 1.2% of 96,000 active; purified PLAP enzyme, luminescent substrate read-out; hits give high values; AID 696, 2007; in the data active means activation fold above about 2
CYP2C9 inhib = blockers of cytochrome P450 2C9 activity – biochemical, luminescence, ADME assay, primary screen; AID 777, 2007; inhibition, % at 5 µM; 20% of 96,000 active; CYP2C9 Supersomes, luciferin-H conversion; P11712;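 active means blocking of liver enzyme CYP2C9 beyond about 50% at 5 µM, limit read from the data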; further: values of inactives mirror those of a sister screen read the other way
CD11b adhes inh = inhibitors of CD11b/CD18 adhesion to fibrinogen, primary screen, K562 cells, luminescence; Integrin beta-2 (Homo sapiens) + Integrin alpha-M (Homo sapiens), P05107+P11215; ATPlite luminescence; Mn2+ added to activate the integrin; inhibition, % at 10 µM; 0.54% of 93,000 active;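 active means primary inhibition of 50% or more at 10 µM, then 40% or more on retest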; further: some results filed as inactive read as strong as hits
CYP2C19 inhib = blockers of cytochrome P450 2C19 activity – biochemical, luminescence, ADME assay, primary screen; P33261; CYP2C19 Supersomes, luciferin-H EGE luminescence, 30 min; inhibition, % at 5 µM; 21% of 96,000 active; AID 778, 2007;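 active means CYP2C19 inhibition above a set limit at 5 µM in the primary screen, cut at about 50% in these data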;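 further: plate controls were negative control wells for no effect and 2.5 mM tranylcypromine positive control for full effect; values of inactives mirror those of a sister screen read the other way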
* = called active by the depositor; / = not tested or not shown. Compounds as they come; any-hit rate near 31%.

SMILES | Pyk2 oligo antag | Mac1 fbg enh | CYP2C9 activ | MT1-MMP txn act | CYP2C19 act | PLAP activator | CYP2C9 inhib | CD11b adhes inh | CYP2C19 inhib
CN(C)S(=O)(=O)c1cccc(C(=O)N(Cc2ccc(F)cc2)Cc2ccco2)c1 | -0.41 | -3 | 0.5 | 1.1 | 0.9 | 1.5 | 51* | 7 | 6
Cc1cccc(-c2nnn(Cc3nnc(NC(=O)c4ccccc4)s3)n2)c1 | -0.12 | 26 | 0.6 | / | 0.9 | 1 | 43 | 5 | 7
Cc1ccc(CNS(=O)(=O)/C=C/c2ccc3c(c2)OCO3)cc1 | 0.74 | -2 | 0.8 | / | 0 | 0.9 | 19 | -5 | 99*
Cc1cc(C)n(-c2ccc(C(=O)Nc3nnc(C4CC4)s3)cc2)n1 | -0.2 | / | 0.9 | 1 | 1 | 1.2 | 11 | / | -1
O=C(NCC(=O)N(c1cccc(F)c1)C(C(=O)NCC1CCCO1)c1ccccc1)c1ccco1 (centres undefined) | 0.97 | -1 | 1.1 | 1.1 | 1.1 | 1.2 | -13 | -5 | -13
Cc1ccc(-c2noc(CCC(=O)Nc3ccc4c(c3)OCO4)n2)cc1 | 1.9 | -3 | 0.7 | 1.3 | 0.8 | 0.9 | 33 | -14 | 16
CC(C)(C)OC(=O)N1CCCC1C(=O)O (centres undefined) | -0.93 | -1 | 1 | / | 1 | 1 | -2 | -27 | -3
Cn1c(NCCCO)nc2ccccc21 | 0.09 | -2 | 0.7 | 1.1 | 0.9 | 0.9 | 30 | -18 | 14
COc1cc(C2c3c(oc4ccc(Cl)cc4c3=O)C(=O)N2Cc2ccco2)cc(OC)c1OC (centres undefined) | / | 86 | 0.9 | 1 | 1.1 | 1 | 7 | -12 | -8
CC(C)Cn1cc(C(=O)NCC2CCCO2)c2c3ccccc3n(C)c2c1=O (centres undefined) | 0.55 | 7 | 0.7 | 1.2 | 0.8 | 1.5 | 26 | 12 | 24
COc1ccc(C(=O)NCC(=O)OCC(=O)Nc2c(C)n(C)n(-c3ccccc3)c2=O)cc1 | 0.67 | -2 | 1 | 1.1 | 1.1 | 1.1 | -4 | -5 | -11
O=C(O)c1c(NC(=O)c2cccc3ccccc23)sc2c1CCC2 | -2 | -2 | 0.6 | 1.2 | 1 | 1.4 | 38 | 36 | 1
Cc1ccnc(NC(=O)CS(=O)(=O)Cc2ccccc2)c1 | -0.56 | -1 | 0.9 | 1.1 | 0.7 | 1 | 8 | 0 | 34
O=C(Nn1cnnc1)c1ccc(F)c(S(=O)(=O)N2CCCCC2)c1 | -0.02 | -2 | 0.3 | 1.1 | 0 | 1.2 | 72* | -1 | 99*
O=C(CCCn1c(SCC(=O)c2ccc(F)cc2)nc2ccccc2c1=O)NCc1ccccc1 | -0.5 | -3 | 0.1 | 1.2 | 0.3 | 0.8 | 90* | -12 | 71*
CCCCOc1ccc(S(=O)(=O)Nc2cc(OC)ccc2OC)cc1 | -1.7 | -3 | 0.3 | 1.1 | 0.1 | 1.2 | 74* | 43 | 86*
CC12CCC(c3c(C(=O)Nc4nccs4)nn(-c4ccccc4)c31)C2(C)C (centres undefined) | -2.5 | -1 | 0.3 | 1.1 | 0.5 | 2* | 74* | 4 | 50
COC1(OC)N=C(N)C2(C#N)C(c3ccc(F)cc3)C12C#N (centres undefined) | 0.81 | 0 | 0.9 | 1.2 | 0.5 | 1.2 | 10 | -3 | 52*
CC1(C)CC(=O)c2cnc(NC(=O)C3CCCC3)nc2C1 | 0.2 | -2 | 0.6 | 1.2 | 0.7 | 1.1 | 38 | 0 | 27
c1ccc(-n2cnc3cc(NCc4ccncc4)ccc32)cc1 | -3.4* | -5 | 0.1 | 1.1 | 0 | 1.3 | 94* | -11 | 99*
N#CC1=C(S)N=C(N)C(c2nc(-c3ccccc3)cs2)C12CCCC2 (centres undefined) | -1.8 | -4 | 0 | / | 0.1 | 2.5* | 98* | 1 | 86*
COc1ccc(OC)c(C(=O)COC(=O)CNC(=O)C2CCCCC2)c1 | 0.59 | -1 | 1.3 | 1.1 | 0.8 | 1.2 | -35 | -11 | 22
CCOC(=O)c1cc2c(ccn2C)n1CC(=O)N1CCC(C)CC1 | -0.4 | / | 0.7 | 1.1 | 0.4 | 1.2 | 29 | / | 55*
COc1ccc(S(=O)(=O)N2Cc3ccccc3CC2C(=O)Nc2ccc(O)cc2)cc1OC (centres undefined) | / | 2 | 0.1 | 1.2 | 0.2 | 1.5 | 91* | -16 | 80*
O=C(c1ccc(CS(=O)(=O)c2ccc(Br)cc2)o1)N1CCN(c2ccccn2)CC1 | / | -8 | 0.3 | 1.1 | 0.7 | 1.5 | 69* | -10 | 28
COc1ccc(CC(=O)N2CC(C)CC(C)C2)cc1OC (centres undefined) | 0.39 | 0 | 1 | 1 | 0.7 | 0.9 | 3 | 1 | 30
S=C(Nc1ccccc1)N1CCCCC1 | 2 | / | 0.9 | / | 0.8 | 1 | 5 | / | 19
O=C(CSC1=Nc2ccccc2C2=NC(CC(=O)NCc3ccco3)C(=O)N12)NCC1CCCO1 (centres undefined) | -0.38 | -8 | 1 | 1.2 | 1.1 | 1.2 | -2 | 4 | -9
CNC(=O)C(=O)NCCc1ccc(Cl)cc1 | 0.43 | 3 | 1 | 1.2 | 0.5 | 0.9 | 3 | -4 | 48
COc1ccc(OC)c(CNC(=O)C2CCN(S(=O)(=O)N3CCCC3)CC2)c1 | 0.4 | 1 | 1.2 | 1 | 1 | 1.4 | -20 | -6 | 2
CCCOc1ccc(C2(C(=O)O)CCCC2)cc1 | 1.2 | -2 | 0.9 | 1.1 | 1 | 1.2 | 11 | 8 | 3
COc1ccc(S(=O)(=O)NC(CC(=O)NCc2ccco2)C(C)C)cc1 (centres undefined) | -0.2 | -5 | 0.8 | 1.1 | 0.4 | 1.2 | 20 | -3 | 61*
CCC(C)NC(=O)C1CCN(C(=O)N(C)C)CC1 (centres undefined) | 0.09 | -3 | 1.2 | 1.2 | 1.1 | 1.2 | -22 | -3 | -6
COc1ccc(C)cc1NC(=O)C1CCCN1C(=O)OCc1ccccc1 (centres undefined) | 0.18 | 9 | 1.1 | 1.2 | 0.7 | 1 | -10 | 1 | 32
CCOC(=O)N1CCC(NC(=O)Cn2c3c(c(-c4ccccc4Cl)cc2=O)CCC3)CC1 | / | 1 | 0.5 | 1 | 0.5 | 1.6 | 54* | 11 | 46
CCOc1cc(N(CC)CC)ccc1/C=C(/C#N)c1nc2ccccc2[nH]1 | -3.1* | / | 0.2 | / | 0.4 | 0.6 | 77* | / | 56*
CCCc1nn(C)c2c1C(c1ccncc1)C(C#N)=C(N)O2 (centres undefined) | -0.73 | 1 | 0.3 | 1.1 | 0.5 | 1 | 72* | -2 | 49
CS(=O)(=O)Nc1ccc(C(=O)NCCC2=CCCCC2)cc1 | 0.23 | -5 | 1.5 | 1.3 | 0.8 | 1 | -47 | -6 | 16
CCc1nnc(NC(=O)CSc2nnnn2-c2cccc(C(=O)OC)c2)s1 | -0.31 | -2 | 0.3 | 1.2 | 0.7 | 1 | 68* | -7 | 33
CC1Cc2ccccc2N1C(=O)COC(=O)c1cccnc1Cl (centres undefined) | 0.26 | / | 1 | 1.2 | 0.5 | 0.7 | 4 | / | 53*
O=C(NC1CCCC1)c1ccc(S(=O)(=O)N2CCOCC2)cc1 | -0.36 | -3 | 0.8 | 1.2 | 1 | 0.9 | 18 | -5 | 4
CC(=O)OCCNC(=O)c1cccnc1 | 1.2 | 2 | 1 | 1.1 | 1 | 0.9 | -2 | -4 | -2
Cc1nnc(OCc2nc3ccccc3n2C)c2ccccc12 | -0.5 | 2 | 0.4 | 1.3 | 0.6 | 1 | 59* | 10 | 38
CCOC(=O)CSc1nnc(-c2ccccc2)c(=O)[nH]1 | -0.3 | -4 | 1.1 | 1.2 | 1.1 | 1.3 | -8 | 2 | -12
C=COCCNC(=O)C(=O)NC(C)C | 0.45 | -3 | 1.2 | / | 1.2 | 1 | -16 | -13 | -19
Cc1noc(C)c1COc1cccc(C(=O)NCc2ccccc2Cl)c1 | 0.09 | 3 | 0.5 | 1.2 | 0.4 | 0.8 | 53* | -18 | 58*
COc1ccc(NS(=O)(=O)c2ccc(NC(C)=O)cc2)cc1OC | 0.65 | -2 | 1.1 | 0.9 | 0.6 | 1.3 | -9 | 42 | 43
CCc1ccc2c(c1)C(c1cccs1)=NNC(c1cccnc1)=N2 | -0.85 | 2 | 0.6 | / | 0.7 | 1.1 | 40 | -8 | 33
Nc1c(C(=O)Nc2ccccc2F)sc2nc(-c3ccco3)ccc12 | 0.13 | 12 | 0.9 | / | 1.1 | 1.1 | 14 | -26 | -7
Cc1cc(C(=O)Nc2c(C)nn(Cc3ccccc3Cl)c2C)no1 | 0.28 | -3 | 0.7 | 1 | 0.9 | 0.9 | 32 | 7 | 13
CCOC(=O)N1CCC(NC(=O)C(Cc2ccccc2)NC(=O)C2CCCCC2)CC1 (centres undefined) | 0.21 | 1 | 1 | 1 | 0.9 | 1.7 | -5 | 4 | 13
O=C(c1ccccc1F)N1CCN(S(=O)(=O)c2ccc(S(=O)(=O)N3CCCCC3)cc2)CC1 | 0.95 | 48 | 0.9 | 1.1 | 0.2 | 1.3 | 9 | -11 | 80*

Rewritten with values under each structure: part of the list above.
Order of results: Pyk2 oligo antag	Mac1 fbg enh	CYP2C9 activ	MT1-MMP txn act	CYP2C19 act	PLAP activator	CYP2C9 inhib	CD11b adhes inh	CYP2C19 inhib
O=C(NC1CCCC1)c1ccc(S(=O)(=O)N2CCOCC2)cc1
    -0.36	-3	0.8	1.2	1	0.9	18	-5	4
CC(=O)OCCNC(=O)c1cccnc1
    1.2	2	1	1.1	1	0.9	-2	-4	-2
Cc1nnc(OCc2nc3ccccc3n2C)c2ccccc12
    -0.5	2	0.4	1.3	0.6	1	59*	10	38
CCOC(=O)CSc1nnc(-c2ccccc2)c(=O)[nH]1
    -0.3	-4	1.1	1.2	1.1	1.3	-8	2	-12
C=COCCNC(=O)C(=O)NC(C)C
    0.45	-3	1.2	/	1.2	1	-16	-13	-19
Cc1noc(C)c1COc1cccc(C(=O)NCc2ccccc2Cl)c1
    0.09	3	0.5	1.2	0.4	0.8	53*	-18	58*
COc1ccc(NS(=O)(=O)c2ccc(NC(C)=O)cc2)cc1OC
    0.65	-2	1.1	0.9	0.6	1.3	-9	42	43
CCc1ccc2c(c1)C(c1cccs1)=NNC(c1cccnc1)=N2
    -0.85	2	0.6	/	0.7	1.1	40	-8	33

Source: PubChem BioAssay (Sanford-Burnham Center for Chemical Genomics)
